# From PubChem BioAssay
# TRPC6 activator = activators of mouse TRPC6 channel; Q61143; HEK293-TRPC6 membrane potential dye fluorescence; active compounds read high; B-score at 10 µM; 0.13% of 310,000 active;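 active = B-score of the integrated fluorescence ratio above library mean plus 3 SD, and starting fluorescence ratio within library mean plus 5 SD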;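 note: higher score means more depolarization so channel activation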
# MrgX1 ag = activates human MrgX1 receptor signaling | 0.44% of 310,000 active | Q96LB2 | MrgX1-HEK293 cells, Fluo-4 calcium fluorescence, agonist mode; active compounds read high | B-score at 10 µM;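 active = calcium response B-score plate-corrected fluorescence ratio at least 3 library SD, with starting fluorescence B-score inside 5 SD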
# Target sequence (Q96LB2 whole entry, looked up): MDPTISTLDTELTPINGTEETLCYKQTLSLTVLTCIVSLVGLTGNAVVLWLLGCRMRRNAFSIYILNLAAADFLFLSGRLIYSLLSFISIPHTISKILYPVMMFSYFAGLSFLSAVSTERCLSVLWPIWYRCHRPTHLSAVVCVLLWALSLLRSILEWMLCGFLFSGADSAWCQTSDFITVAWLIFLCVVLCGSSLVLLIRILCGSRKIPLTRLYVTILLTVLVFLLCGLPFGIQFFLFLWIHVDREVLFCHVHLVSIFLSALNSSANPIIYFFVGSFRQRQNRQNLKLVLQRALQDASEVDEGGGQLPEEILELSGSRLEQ
#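 times = overnight plating, then 30 min 37 °C plus 30 min room-temperature dye loading | assay system = stable human MrgX1 HEK293 cell line | input = fifteen thousand cells per well | signal = kinetic calcium dye fluorescence, Fluo-4 NW | dosing = compound delivered in addition one of three | read-out = B-scored fluorescence response ratio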
# SKKanGAS inh = SKKanGAS growth inhibition | S. pyogenes SKKanGAS, kanamycin growth, BacTiter-Glo, 6 h | inhibition, % at 7.5 µM | 1.3% of 300,000 active;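 active = mean replicate score, as percent of positive control median, at least 50; inconclusive = mean below 50 but one replicate at or above 50; inactive = mean and every replicate below 50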;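 note: strain carries kanamycin resistance gene driven by streptokinase promoter and grows in 40 µg/ml kanamycin; loss of luminescence reflects streptokinase promoter inhibition or plain growth inhibition; 0% = median of DMSO wells and 100% = positive control at its reference dose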
# ANO1 activ = mouse TMEM16A channel activation, primary screen | AID 623877 | HEK293 TMEM16A/YFP-H148Q/I152L, iodide quench fluorescence; active compounds read low | Q8BHY3 | B-score at 10 µM | 0.3% of 340,000 active;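 active = fluorescence-ratio B-score plate-corrected deviation score at least 3 library SD below zero, with starting fluorescence score within 5 deviations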;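 note: channel opened by trigger with iodide after compound preincubation; score built on the fluorescence ratio of max minus min over baseline; more negative score means more quench and so TMEM16A activation or potentiation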
# TMEM16A inh = blocks the mouse calcium-activated chloride channel TMEM16A. Q8BHY3. HEK293 TMEM16A/YFP iodide influx fluorescence, ionomycin. normalized B-score (activity score, 25-100; higher = stronger inhibition) at 10 µM. 1.2% of 310,000 active;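 active = ratio plate-corrected score three or more library SD toward inhibition, starting fluorescence score within five deviations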;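 note: score derived from kinetic fluorescence span divided by baseline fluorescence per well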
# MrgX1 antagonist = antagonists of human MrgX1 receptor. MRGX1-HEK293 calcium flux, Fluo-4, BAM8-22 antagonism; active compounds read low. B-score at 10 µM. 1.3% of 310,000 active. AID 588676;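 active = calcium-response B-score plate-corrected more than 3 library SD below zero, starting fluorescence within 5 deviations, no agonist response on first addition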;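 note: peak minus trough fluorescence over baseline after final BAM8-22 challenge near maximal dose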
# RGS4 inh = inhibitors of human RGS4; P49798; AID 463165; B-score at 10 µM; HEK293 M3R/RGS4 inducible, Fluo-4 calcium flux; active compounds read high; triggered by carbachol at its EC20; 0.45% of 310,000 active;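 active = B-score, a plate-corrected calcium signal, over three deviations above library mean, with baseline fluorescence within five deviations of library mean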;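 note: RGS4 expression induced by doxycycline in cells with stable M3 receptor; B-score is computed from the integrated fluorescence ratio over baseline after carbachol; higher B-score means a larger calcium signal and so more RGS4 inhibition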
# Target sequence (P49798 whole entry, looked up): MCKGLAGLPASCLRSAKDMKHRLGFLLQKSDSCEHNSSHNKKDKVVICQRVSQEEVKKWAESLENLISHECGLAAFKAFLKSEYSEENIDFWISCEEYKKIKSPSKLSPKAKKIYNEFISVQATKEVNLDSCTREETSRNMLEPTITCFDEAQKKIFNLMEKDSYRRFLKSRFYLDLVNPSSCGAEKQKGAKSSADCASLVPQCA
# TRPC6 inh = mouse TRPC6 channel inhibition. B-score at 10 µM. 1.1% of 310,000 active. Q61143. HEK293-TRPC6, membrane potential dye, ACh-evoked depolarization; active compounds read low;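 active = B-score under library mean minus 3 SD, initial fluorescence not abnormally high, positive integrated signal ratio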;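 note: B-score derived from integrated fluorescence ratio over the kinetic read; more negative B-score means stronger inhibition of depolarization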
# MrgX1 allo act = human MrgX1 positive allosteric modulation, primary screen; MrgX1-HEK293, Fluo-4 calcium flux, FDSS; active compounds read high; Q96LB2; B-score at 10 µM; 0.63% of 310,000 active;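 active = plate-corrected calcium response at least 3 library SD above typical, normal starting fluorescence, not activating the receptor alone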;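 note: compound read alongside a low EC10 to EC30 dose of BAM8-22 agonist; peak minus trough fluorescence over baseline measured at the second addition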
# RGS4 act = RGS4 potentiation or activation; HEK293 M3R/inducible RGS4, carbachol calcium flux Fluo4; active compounds read low; B-score at 10 µM; 0.92% of 310,000 active; AID 463111;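 active = B-score of the integrated calcium signal more than 4 SD below the library mean, with starting fluorescence not abnormally high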;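 note: negative B-score means reduced calcium response which marks RGS4 activation or potentiation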
#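 Assay system: HEK293 FlpIn-TREx cells, stable M3R, doxycycline-inducible RGS4 / Probe or stimulus: carbachol, ECmax concentration / Times: overnight RGS4 induction, 30 min dye load 37 °C, 20 min compound RT / Signal: kinetic calcium fluorescence imaging with Fluo4-AM dye, 2 µM / Measure: Agonist-evoked peak-minus-minimum fluorescence over baseline, integrated ratio, B score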
# HDAC3 inhib = inhibitors of human histone deacetylase 3; recombinant HDAC3, fluorogenic peptide/trypsin coupled, fluorescence; inhibition, % at 8.3 µM; 0.15% of 320,000 active; AID 2718; in the data active = inhibition above about 26%, passing the limit was not always enough; inconclusive = no clear call, values can overlap the other calls
# Target sequence (O15379 whole entry, looked up): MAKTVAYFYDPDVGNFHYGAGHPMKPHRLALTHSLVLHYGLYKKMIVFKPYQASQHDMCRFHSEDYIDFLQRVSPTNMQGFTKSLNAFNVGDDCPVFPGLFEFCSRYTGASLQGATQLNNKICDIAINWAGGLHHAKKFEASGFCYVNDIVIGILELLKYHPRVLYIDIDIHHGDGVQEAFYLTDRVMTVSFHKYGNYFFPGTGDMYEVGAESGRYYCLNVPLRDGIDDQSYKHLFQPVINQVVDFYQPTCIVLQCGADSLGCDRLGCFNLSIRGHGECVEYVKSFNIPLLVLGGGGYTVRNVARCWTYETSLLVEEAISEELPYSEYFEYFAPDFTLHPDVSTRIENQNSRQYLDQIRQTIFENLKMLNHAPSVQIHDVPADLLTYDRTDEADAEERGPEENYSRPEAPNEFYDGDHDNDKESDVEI
# The depositor's hits bear a star; i = inactive; u = inconclusive; x = not tested or not shown; & = joins results of further samples.
# Second line of a record: TRPC6 activator	MrgX1 ag	SKKanGAS inh	ANO1 activ	TMEM16A inh	MrgX1 antagonist	RGS4 inh	TRPC6 inh	MrgX1 allo act	RGS4 act	HDAC3 inhib
Cc1ccc(C)c(N2CCN(C(=O)CCCCCn3c(=S)[nH]c4ccc(N5CCOCC5)cc4c3=O)CC2)c1
    i	i	51*	i	i	i	i	i	i	-11*	-1
CCCCC(=O)NC(NC(=O)CCCC)c1ccc(OCCC)c(OC)c1
    i	i	-5	i	i	i	i	i	i	i	5
CCn1c2ccc(C)cc2c2nnc(SCCN3CCOCC3)nc21
    i	i	2	i	i	i	i	i	i	i	1
C=CCn1c(-c2cccs2)nc2nc3ccccc3nc21
    i	i	9	i	i	i	i	i	i	i	-219
Cc1nc2nc3c(cn2n1)C(=O)CCC3
    i	i	-14	i	i	i	i	i	i	i	1
COC(=O)c1nc(N)sc1-c1ccc(Cl)c(Cl)c1
    i	i	-2	i	i	i	i	i	i	i	-14
Cc1cc2cc(C)c3nnc(SCc4ccccn4)n3c2cc1C
    i	i	4	i	i	i	i	i	i	i	-1
COc1ccccc1N1CCN(C(=O)c2oc3cc(C)c(C)cc3c2C)CC1
    i	x	15	i	x	x	i	i	x	i	x
Cc1cc(NC(=O)COC(=O)c2ccccc2S(=O)(=O)N(C)c2ccccc2)no1
    i	i	-5	i	i	i	i	i	i	i	3
COc1ccc(NC(=O)c2cc3cc(OC)ccc3oc2=O)cc1
    i	i	-2	i	i	i	i	i	i	i	-5
COc1ccc(CCNC(=O)c2cccc3ccccc23)cc1OC
    i	i	-2	i	i	i	i	i	i	i	-3
CN(CCO)C1=NS(=O)(=O)c2cc([N+](=O)[O-])ccc21
    i	i	-2	i	i	i	i	i	i	i	1
Cc1ccc(C(=O)C(OC(=O)CNC(=O)c2ccc(Cl)cc2)c2ccccc2)cc1 (stereo unspecified)
    i	i	-1	i	i	i	i	i	i	i	0
COc1ccc(Cl)cc1NC(=O)CN(C)C(C)C(=O)NCC1CCCCC1 (stereo unspecified)
    i	i	-7	i	i	i	i	i	i	i	14
O=C(Nc1ccc2snnc2c1)Nc1cccc2ccccc12
    i	i	26	i	i	i	i	i	i	i	2
Cc1sc2ncnc(N3CCN(c4ncccn4)CC3)c2c1C
    i	i	-1	i	i	i	i	i	i	i	-4
COCc1cc(C)nc(Oc2ccccc2)c1C#N
    i	i	1	i	i	i	i	i	i	i	-3
CN(CC(=O)Nc1cccc(F)c1)C(=O)c1cccc(S(=O)(=O)N2CC3(C)CC2CC(C)(C)C3)c1 (stereo unspecified)
    i	i	-5	i	i	i	i	i	i	i	20
O=c1cc(-c2ccccc2Cl)oc2cccc(O)c12
    i	i	18	i	i	i	i	i	i	i	1
NS(=O)(=O)c1ccc(CCNC(=O)CSc2ccsc2[N+](=O)[O-])cc1
    i	i	13	i	i	i	i	i	i	i	-5
COc1ccc(CCN=C(N)Nc2nc(C)cc(C)n2)cc1
    i	i	0	i	i	i	i	i	i	i	-8
S=C(NCCc1ccccc1)N1CCN(C2CCCCC2)CC1
    i	i	1	i	i	i	i	i	i	i	-3
COc1ccc(C(=S)N2CCN(c3ccccc3Cl)CC2)cc1OC
    i	i	-4	i	i	i	i	i	i	i	6
CC(c1nnc(SCC(=O)Nc2sccc2C#N)n1-c1ccc(Cl)cc1)N(C)C (stereo unspecified)
    i	i	3	i	i	i	i	i	i	i	-2
O=S(=O)(Nc1cccc2c1ccc1cccn12)c1cccs1
    i	i	34	i	i	i	i	i	i	i	0
COc1ccc(OCCn2c(C)c(/C=N/n3cnnc3)c3ccccc32)cc1
    i	i	6	i	i	i	i	i	i	i	3
CC(C)(C)NC(=O)CSc1nc2cccnc2n1C1CCCCC1
    i	i	5	i	i	i	i	i	i	i	-2
O=C(NCCCn1ccnc1)c1cc(C(=O)C2CCCCC2)c[nH]1
    i	i	-1	i	i	i	i	i	i	i	-3
O=C(CCS(=O)(=O)c1ccc(Br)cc1)Nc1ccc2c(c1)OCO2
    i	i	0	i	i	i	i	i	i	i	0
CCn1cc(C(=O)OCC(=O)Nc2c(C)n(C)n(-c3ccccc3)c2=O)c(=O)c2ccc(C)nc21
    i	i	0	i	i	i	i	i	i	i	-1
CCOC(=O)c1ccc(NC(=S)NC(=O)c2cncc(Br)c2)cc1
    i	i	6	i	i	i	i	i	i	i	5
O=C(NCc1cccs1)c1cc(-c2ccncc2)nc2ccc(Br)cc12
    i	i	-7	x	i	i	i	i	i	i	4
Nc1ccc(S(=O)(=O)O)cn1
    i	i	-4&0&4	i	i	i	i	i	i	i	0&-1&-2
COc1cc(/C=C2\SC(=N)N(c3ccc4c(c3)OCO4)C2=O)cc(OC)c1O
    i	i	28	i	i	i	i	i	i	i	-1
Cc1ccccc1S(=O)(=O)Cc1ccc(C(=O)N2CCN(c3ccc(F)cc3)CC2)o1
    i	i	-4	i	i	i	i	i	i	i	-12
Cc1ccc(CCNC(=O)C2CC(=O)N(C3CCCCC3)C2)cc1 (stereo unspecified)
    i	i	-7	i	i	i	i	i	i	i	-1
N#Cc1cc2c(nc1SC1CC(=O)N(c3ccccc3)C1=O)CCC2 (stereo unspecified)
    x	i	x	i	i	i	x	x	i	x	1
S=C(Nc1ccc(Br)cc1)N1CCN(c2ccccn2)CC1
    i	i	-1	i	i	i	i	i	i	i	-5
Cc1ccc2c(C)c(C(=O)N(Cc3ccc(F)cc3)C3CCS(=O)(=O)C3)oc2c1 (stereo unspecified)
    i	i	-7	i	i	i	i	i	i	i	-1
COC(=O)[C@@H]1CCCN1Cc1c(C(=O)N2CCOCC2)nc2c(C)cccn12
    i	i	0	i	i	i	i	i	i	i	2
COc1ccc(/C=N/NC(=O)c2nnn(-c3nonc3N)c2-c2cccs2)c(OC)c1
    i	i	-2	i	i	i	i	i	i	i	-6
COCCNc1nnc(Cc2ccccc2)c(=O)[nH]1
    i	i	1	i	i	i	i	i	i	i	-7
Cc1nnc(SCC(=O)c2ccc(Cl)cc2)n(N)c1=O
    x	i	x	i	i	i	x	x	i	x	u
Cc1cc(C)n2nc(C(=O)Oc3ccc4c(c3)OCO4)nc2n1
    i	i	-4	i	i	i	i	i	i	i	-3
O=C(/C=C/c1cn(-c2ccccc2)nc1-c1ccc2c(c1)OCCO2)NCCCN1CCOCC1
    i	i	1	i	i	i	i	i	i	i	-3
COc1ccc(/C=N/Nc2ncnc3sc4c(c23)CCCC4)cc1OC
    i	i	2	i	i	i	i	i	i	i	x
C=CCc1ccc(OCc2ccc(C(=O)OC)o2)c(OC)c1
    i	i	-9	i	i	i	i	i	i	i	1
COC(=O)c1ccccc1NC(=O)C1(S(=O)(=O)c2ccc(Cl)cc2)CC1
    i	i	2	i	i	i	i	i	i	i	5
O=C(/C=C1\SC(=O)NC1=O)Nc1ccc(F)cc1
    i	i	2	i	i	i	i	i	i	i	4
CCn1c(SCc2nc(-c3cccs3)no2)nnc1-c1c[nH]c2ccccc12
    i	i	-3	i	i	i	i	i	i	i	-1
Cc1nc2nc(C)c(CCC(=O)O)c(C)n2n1
    i	i	-1	i	i	i	i	i	i	i	6
O=C(N/C=C/c1ccccc1)Nc1ccc(Cl)cc1
    i	i	21	i	i	i	i	i	i	i	8
COc1ccc(C(=O)/C=C/Nc2ccc(S(=O)(=O)Nc3ncccn3)cc2)cc1
    i	i	5	x	i	i	i	i	i	i	-1
COc1ccccc1OCc1cc(C(=O)N2CCCC(OCc3cccnc3)C2)no1 (stereo unspecified)
    i	i	2	i	i	i	i	i	i	i	0
CCOc1cc(NC(=O)c2cccs2)c(OCC)cc1NC(=O)CCC(=O)NCc1ccccn1
    i	i	2	x	i	i	i	i	i	i	0
COc1ccc(-c2ccc(C#N)c(OC)n2)cc1
    i	i	-4	i	i	i	i	i	i	i	-102
S=C(Nc1ccc(Nc2ccccc2)cc1)NN1CCOCC1
    i	i	1	i	i	i	i	i	i	i	-5
CC(C)OC(=O)C1C(=O)CC(C)(O)C(C(=O)OC(C)C)C1c1ccc([N+](=O)[O-])cc1 (stereo unspecified)
    i	i	0	i	i	i	i	i	i	i	-6
Cc1nc(C(F)(F)F)ccc1C(=O)Nc1ccc2ccccc2n1
    i	i	0	i	i	i	i	i	i	i	6
CCCc1nnc(NC(=O)CSc2ncn[nH]2)s1
    i	i	0	i	i	i	i	i	i	i	-7

# Next part:
# Second line of a record: TRPC6 activator	MrgX1 ag	SKKanGAS inh	ANO1 activ	TMEM16A inh	MrgX1 antagonist	RGS4 inh	TRPC6 inh	MrgX1 allo act	RGS4 act	HDAC3 inhib
CCN(CC)S(=O)(=O)c1cccc(C(=O)NN2Cc3ccccc3C2=N)c1
    i	i	-18	i	i	i	i	i	i	i	-5
CS(=O)(=O)N(CC(=O)N1CCN(c2ccccc2F)CC1)c1cc(C(F)(F)F)ccc1Cl
    i	i	2	i	i	i	i	i	i	i	-2
COc1ccc(NC(=S)N(CCN(C)C)C(C)c2ccco2)cc1 (stereo unspecified)
    i	i	-9	i	i	i	i	i	i	i	2
O=S(=O)(c1ccccc1)c1nc(Nc2ccccc2N2CCOCC2)sc1Cl
    i	i	9	i	i	i	i	i	i	i	8
O=C(NCc1cccs1)c1cc2c(s1)CS(=O)(=O)C2
    i	i	-6	i	i	i	i	i	i	i	-1
O=C(Nc1ccccc1O)c1cc2cc(Br)ccc2oc1=O
    i	i	2	i	i	i	i	i	i	i	-3
CCCCNS(=O)(=O)c1ccc2nc(-c3cccnc3)cc(C(=O)NC(C)CC)c2c1 (stereo unspecified)
    i	i	12	i	i	i	i	i	i	i	-7
COc1ccc(Cc2nnc(NC(=O)C3CC(=O)N(CCc4ccc(F)cc4)C3)s2)cc1OC (stereo unspecified)
    i	i	5	i	i	i	i	i	i	i	-5
CSc1nc2ncc(C(=O)O)c(N)n2n1
    i	i	2	i	i	i	i	i	i	i	8
O=C(NNC(=O)C12CC3CC(CC(C3)C1)C2)c1csc(N2CCOCC2)n1
    i	i	-4	i	i	i	i	i	i	i	2
O=C1CCCc2ccccc2N1
    i	i	2	i	i	i	i	i	i	i	3
CCN(CC)C(=O)c1ccc(S(=O)(=O)c2ccccc2)cc1
    i	i	2	i	i	i	i	i	i	i	-8
